Screening data from PubChem.
BoNT A protease: BoNT/A light chain protease inhibitors, primary screen, biochemical, flow cytometry, MLPCN library; AID 588499, 2011; multiplex microsphere protease substrate cleavage; 360,000 compounds, 0.17% hits; Botulinum neurotoxin type A light chain protease (Clostridium botulinum A str. ATCC 3502); inhibition, % at 10 µM; note: plate controls were buffer without enzyme for full effect and enzyme alone for no effect
Anthrax LF inh2: Bacillus anthracis LF protease inhibitors, primary screen, biochemical, multiplex microsphere, MLPCN library. 360,000 compounds, 0.12% hits. AID 588501, 2011. multiplex microsphere protease cleavage assay. inhibition, % at 10 µM; note: plate controls were buffer without enzyme for full effect and enzyme alone for no effect
PriA SSB inh: inhibitors of Klebsiella pneumoniae PriA binding to SSB C-terminal tail, primary screen, biochemical, AlphaScreen; AlphaScreen SSBct-PriA binding, biotinylated peptide; PriA–SSB C-terminal tail interaction (Klebsiella pneumoniae); inhibition, % at 33 µM; 430,000 compounds, 0.6% hits; in the data active = inhibition mostly above about 37%, no sharp cut-off; inactive = mostly below about 20%;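 note: plate controls were negative control peptide for no effect and reference peptide for full effect; strong numbers were not always called active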
SARS 3CLpro inh: SARS-CoV 3CLpro protease inhibitors, primary screen, biochemical, quenched FRET; Replicase polyprotein 1ab (Severe acute respiratory syndrome coronavirus), P0C6X7; recombinant SARS-CoV 3CLpro, quenched FRET peptide cleavage; inhibition, % at 6 µM; 290,000 compounds, 0.14% hits; AID 1706, 2009; in the data active = inhibition above about 12%
CCHFV vOTU inh: CCHFV vOTU protease inhibitors, primary screen, biochemical, Pep-AMC substrate, fluorescence. inhibition, % at 11.5 µM. Crimean-Congo hemorrhagic fever virus L polyprotein viral ovarian tumor (vOTU) protease …. AID 651958, 2012. 370,000 compounds, 0.55% hits; in the data active = inhibition above about 30%; note: 0% = vehicle wells with enzyme and 100% = no enzyme wells
PfHsp40 rescue: rescue of yeast from PfHsp40 toxicity, primary screen, S. cerevisiae, ATP luminescence. S. cerevisiae expressing PfHsp40, growth rescue. growth rescue, % at 12.5 µM. 340,000 compounds, 0.68% hits; in the data active = growth rescue above about 28%, passing the limit was not always enough; inconclusive = no clear call, values can overlap the other calls;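 note: yeast W303a lacking pdr1 and pdr3 grown in galactose medium; growth measured after three days at 30 °C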
TcdB inh: TcdB glycohydrolase inhibitors, primary screen, biochemical, single point, plate reader; 350,000 compounds, 0.24% hits; AID 652162, 2013; Toxin B (Clostridioides difficile), P18177; TcdB glycohydrolase enzymatic assay; inhibition, % at 9.99 µM; in the data active = inhibition above about 10%
DUSP3 inh: VHR1 phosphatase inhibitors, primary screen, biochemical, absorbance, uHTS; recombinant VHR phosphatase, pNPP absorbance; inhibition, % at 13.3 µM; 290,000 compounds, 0.52% hits; AID 1654, 2009; in the data active = inhibition above about 50%; note: some compounds called inactive have numbers as strong as hits
Yp Topo-I inh: Yersinia pestis topoisomerase I inhibitors, primary screen, biochemical, cleavage product accumulation, plate reader, single point; DNA topoisomerase I (Yersinia pestis CO92); Y. pestis Topo-I cleavage product accumulation; activity, % at 10 µM; 360,000 compounds, 0.064% hits; AID 504884, 2011; in the data active = activity above about 50%, passing the limit was not always enough; inconclusive = no clear call, values can overlap the other calls; note: inactives centre near 2
Vc quorum ag: inducers of Vibrio cholerae quorum light production without autoinducers, primary screen, BH1578 luxS cqsA deficient, single point; 350,000 compounds, 0.16% hits; V. cholerae BH1578 lux reporter, luminescence, 6 h; AID 588436, 2011; activation, % at 18.7 µM; in the data active = activation mostly above about 9.7%, no sharp cut-off; inconclusive = no clear call, values can overlap the other calls; inactive = mostly below about 3.7%; note: not every result past the cut was called active; inactives centre near 0; reference of the scale not given here
Starred values were filed as active, the others as inactive; i = inactive; ? = inconclusive; . = not tested or not shown; & = joins results of further samples. Cut-off read from the data, not from the text of the source, unless noted: active = inhibition above about 30%; inconclusive = no clear call, values can overlap the other calls; inactive = below that. These rows are one share of the data, so the mix of outcomes need not match the whole.

SMILES	BoNT A protease	Anthrax LF inh2	PriA SSB inh	SARS 3CLpro inh	CCHFV vOTU inh	PfHsp40 rescue	TcdB inh	DUSP3 inh	Yp Topo-I inh	Vc quorum ag
NS(=O)(=O)c1ccc(NC(=S)NC(=O)c2ccc(Br)o2)cc1	-1.4	-5	-20&-20	-6	-5	0.3	0.4	18	7	-0.2
C/C(=N\NC(=O)c1nnn(-c2nonc2N)c1-c1cccs1)c1ccc(O)cc1	0.7	-1	.	0	13	-0.8	-0.7	12	-6	-0.2
CCCCN(CC)CCCNC(=O)Cn1nc(Cc2ccncc2)c2ccccc2c1=O	0.1	-4	-3	1	-16	0.4	.	11	-8	-1.4
COc1ccc(CCNc2nc3ccc(C)cc3n3cnnc23)cc1OC	-2.6	-6	-4	-2	-5	0.1	0.7	21	4	-1.4
CCOP(=O)(OCC)C(NC(=O)NS(=O)(=O)c1ccc(C)cc1)c1ccccc1 (stereo unspecified)	-2.1	2	-6	1	2	0.0	1.0	10	6	-0.6
Cc1ccc2nsnc2c1S(=O)(=O)NCCc1c(C)[nH]c2ccc(F)cc12	-0.2	-5	25	7	20	0.6	.	28	-6	-0.3
Cc1noc(C)c1NC(=O)N(C)C[C@@H]1Oc2ccc(NC(=O)CCC(F)(F)F)cc2CC(=O)N([C@@H](C)CO)C[C@@H]1C	-0.4	-2	-12	.	-12	-1.6	0.4&4.7	.	5	2.8
Cc1cccnc1NC(=O)CCC(=O)c1cccs1	-0.4	-4	-4	.	7	-0.2	1.2	.	0	i
CCN(CC)C(=S)SCC(=O)Nc1ncc2c(n1)CC(C)(C)CC2=O	-3.0	?	1	-1	10	.	-0.6	27	1	-0.6
Cc1ccc2c(c1)/C(=N/OC(=O)c1ccc(F)cc1)CCS2	1.0	-6	.	3	19	-0.2	.	1	1	-0.3
COC(=O)/C=C/c1ccc2c(c1)S(=O)(=O)N(c1cccc(OC)c1)[C@H]2CC(=O)OC	-0.1	1	-5	.	-5	1.9	1.4	.	-7	i
COc1ccc(C(=O)CSc2n[nH]c(-c3ccco3)n2)cc1	-1.1	-1	-13	-4	8	-0.1	.	-3	12	-11
S=C(Nc1ccccc1)NC1CCN(Cc2ccccc2)CC1	-0.2	-6	-17	2	4	0.0	1.3	15	4	-0.6
CC1CCCCC1NC(=O)CN(C)S(=O)(=O)c1ccc2c(c1)CCC(=O)N2 (stereo unspecified)	1.5	0	-21	-1	6	0.4	0.7	-6	-2	-0.4
O=C(NCCN1CCCCC1)c1cc2ccccc2[nH]1	-0.8	-6	-19	3	-2	2.4	.	41	7	-0.7
CSC1=N/C(=C\c2ccc(C)s2)C(=O)S1	0.3	2	16	1	-5	-0.4	.	-7	-2	-0.7
O=[N+]([O-])c1ccc(CN2CC(N3CCC(c4ccccc4)CC3)CS2(=O)=O)cc1 (stereo unspecified)	-0.1	-6	.	.	9	.	0.3	.	.	.
CCCCSc1nc2ccccc2[nH]1	0.7	-10	-19	4	7	0.4	1.0	-9	4	i
Cc1ccc(CNC(=O)C2CCN(S(=O)(=O)c3ccc(Br)s3)CC2)cc1	-4.2	-19	0	3	-11	-0.9	0.5	15	16	0.0
CCOC(=O)N1C(=O)C2(CCCCC2)N(c2ccccc2Cl)C1=S	-0.1	-1	-5	6	6	284*	.	0	31	-0.2
O=S(=O)(Nc1ccc(S(=O)(=O)Nc2ncccn2)cc1)c1ccc(Cl)cc1	0.8	-2	-9	1	3	-0.9	2.5	26	-2	-0.3
O=C(CSc1nnnn1-c1ccc(C(=O)O)cc1)NC1CCCCC1	-3.9	-4	9	-3	-4	0.8	1.3	28	2	-0.3
COC(=O)C(C(C)=O)C1=C/C(=N\S(=O)(=O)c2ccc(C)cc2)c2ccccc2C1=O (stereo unspecified)	0.3	-1	.	-1	.	-0.7	.	6	5	1.0
CCCN1C(=O)c2ccc(C(=O)Nc3nccs3)cc2C1=O	-0.5	?	-6	-3	2	0.0	.	-5	4	-0.3

3 entries out of the list, sorted by number of heavy atoms, rising:
SMILES	BoNT A protease	Anthrax LF inh2	PriA SSB inh	SARS 3CLpro inh	CCHFV vOTU inh	PfHsp40 rescue	TcdB inh	DUSP3 inh	Yp Topo-I inh	Vc quorum ag
O=C(NCCN1CCCCC1)c1cc2ccccc2[nH]1	-0.8	-6	-19	3	-2	2.4	.	41	7	-0.7
Cc1ccc(CNC(=O)C2CCN(S(=O)(=O)c3ccc(Br)s3)CC2)cc1	-4.2	-19	0	3	-11	-0.9	0.5	15	16	0.0
O=[N+]([O-])c1ccc(CN2CC(N3CCC(c4ccccc4)CC3)CS2(=O)=O)cc1 (stereo unspecified)	-0.1	-6	.	.	9	.	0.3	.	.	.

Later entries.
SMILES	BoNT A protease	Anthrax LF inh2	PriA SSB inh	SARS 3CLpro inh	CCHFV vOTU inh	PfHsp40 rescue	TcdB inh	DUSP3 inh	Yp Topo-I inh	Vc quorum ag
COC(=O)c1ccccc1N=C(SC)N(C)C	0.3	-3	-18	-3	7	-0.8	.	18	-4	i
CCn1c(SCC(=O)NCc2ccco2)nnc1-c1c[nH]c2ccccc12	?	1	-3&-5	2	-3	-0.6	.	21	7	-0.2
COc1ccccc1CNC(=O)COC(=O)Cn1cnc2ccccc21	1.0	-5	1	0	-3	-1.3	-3.7	35	0	i
CCC(=O)n1nc(-c2ccco2)nc1SCc1ccccc1	-0.3	4	-24	1	9	-0.5	.	10	-6	.
Cc1ccccc1-c1cc2nc(Oc3ccc4c(c3)OCO4)n(C)c(=O)c2s1	-0.4	-6	.	.	2	.	0.3	.	20	-0.2
NC(=O)CN1C(=O)C(=O)N(Cc2cccc(C(F)(F)F)c2)C1=O	0.7	3	-5	3	-9	0.0	1.9	-10	0	-1.0
Cc1cccc(C)c1-n1nnnc1C(CCc1ccccc1)N1CCC(n2c(=O)[nH]c3ccccc32)CC1 (stereo unspecified)	0.2	-4	.	.	1	.	1.3	.	.	.
CC(NC(=O)NCCCn1ccnc1)(C(F)(F)F)C(F)(F)F	-0.5	1	4	-1	-2	-0.4	.	-14	5	i
Cc1ccc(C(=O)Nc2cc(=O)n(C)c(=O)n2C)cc1C	-0.2	-8	-5&-5	-1	4	0.6	0.4	21	7	-0.1
CC(C)(C)n1nnnc1CN1CCN(C2CCCC2)CC1	0.1	-1	-3	-4	0	-0.2	.	17	0	-0.5
CN(Cc1nc(Cc2cccc(F)c2)no1)CC1COCCO1 (stereo unspecified)	-0.5	-7	-7	-3	-2	-0.6	-0.4	22	2	-0.2
Cn1c(C(=O)N2CCN(Cc3ccc4c(c3)OCO4)CC2)cc2c(=O)n(C)c3ccccc3c21	0.5	0	2	-4	8	-0.5	0.5	25	27	-0.2
Cc1cc2nc(C3CCCCC3)c(Cc3ccsc3)n2c(C)c1Br	0.0	-10	.	.	8	.	0.2	.	.	.
O=C(Nc1ccnn1C1CCN(Cc2ccccc2F)CC1)C1CCCC1	6.7	2	4	3	8	0.6	0.3	-2	6	-0.8
CC(C(=O)Nc1ccccc1)c1ccc(-c2ccccc2)c(F)c1 (stereo unspecified)	0.1	2	-10	1	.	-1.4	.	0	-3	-5.0
O=C(N/N=C1\CCc2ccccc21)c1ccc(O)cc1	0.2	-3	.	5	16	-0.5	-0.9	13	7	-0.3
O=C(NCc1ccccc1)c1ccc(NC(=O)C2CCCC2)cc1	-0.5	1	-9	.	-2	-1.1	4.2	.	5	-1.4
CCc1ccccc1Nc1nc(N)nc(COC(=O)C2CCN(C(=O)c3ccc(F)cc3)CC2)n1	-0.7	3	-3	.	4	-0.5	1.4	.	-2	-5.6
Cc1ccc(N2C(=O)N(CC(=O)N3CCCc4ccccc43)C(=O)C2C)cc1 (stereo unspecified)	-0.1	0	-27	7	-2	0.8	2.8	11	23	i
Cn1c(Cl)c(/C=N/OC(=O)C(C)(C)C)c2ccccc21	-1.1	0	.	3	3	3.4	0.7	10	6	-0.3
O=C(c1cccs1)N1CCCC(N2CCN(c3ccc(F)cc3)CC2)C1 (stereo unspecified)	1.0	0	-3	1	-4	-1.3	0.9	38	8	0.0
CCOc1ccc(NC(=O)Nc2nc3ccc(S(C)(=O)=O)cc3s2)cc1	-0.1	0	0	0	-3	-0.2	0.9	10	0	i
CC(C)NC(=O)C1CCN(C2CCN(C(=O)C3=CCCC3)CC2)CC1	0.3	1	5	-9	-2	-1.6	-0.3	18	-2	i
Cc1ccc(S(=O)(=O)N(C)CC(=O)N2CCN(Cc3ccc4c(c3)OCO4)CC2)cc1	-3.1	-8	-4	5	11	1.6	-0.3	12	19	-0.5

Compound profiles, as listed above. Order of values: BoNT A protease	Anthrax LF inh2	PriA SSB inh	SARS 3CLpro inh	CCHFV vOTU inh	PfHsp40 rescue	TcdB inh	DUSP3 inh	Yp Topo-I inh	Vc quorum ag
Cc1ccc(S(=O)(=O)N(C)CC(=O)N2CCN(Cc3ccc4c(c3)OCO4)CC2)cc1 in the list: -3.1	-8	-4	5	11	1.6	-0.3	12	19	-0.5
Cn1c(Cl)c(/C=N/OC(=O)C(C)(C)C)c2ccccc21 in the list: -1.1	0	.	3	3	3.4	0.7	10	6	-0.3
CC(C(=O)Nc1ccccc1)c1ccc(-c2ccccc2)c(F)c1 (stereo unspecified) in the list: 0.1	2	-10	1	.	-1.4	.	0	-3	-5.0
CCc1ccccc1Nc1nc(N)nc(COC(=O)C2CCN(C(=O)c3ccc(F)cc3)CC2)n1 in the list: -0.7	3	-3	.	4	-0.5	1.4	.	-2	-5.6
CC(C)NC(=O)C1CCN(C2CCN(C(=O)C3=CCCC3)CC2)CC1 in the list: 0.3	1	5	-9	-2	-1.6	-0.3	18	-2	i

Other entries.
SMILES	BoNT A protease	Anthrax LF inh2	PriA SSB inh	SARS 3CLpro inh	CCHFV vOTU inh	PfHsp40 rescue	TcdB inh	DUSP3 inh	Yp Topo-I inh	Vc quorum ag
COC(=O)Nc1sc2c(c1C(=O)NCc1ccco1)CCCC2	5.2	-15	-8	5	5	-0.4	.	12	10	i
O=S(Cc1ccc(Cl)cc1)CC(O)(c1ccccc1)c1ccccc1 (stereo unspecified)	-1.0	11	-13	8	18	3.2	.	3	10	-0.3
Nc1ccc(Cc2ccc([N+](=O)[O-])cc2)cc1	-0.7	-12	1	.	-6	-1.3	1.6	.	11	i
O=C(Nc1ccc(Cl)cc1)N1CC2CC(C1)c1cccc(=O)n1C2 (stereo unspecified)	-4.8	0	4	4	16	4.1	-1.2	15	-5	i
O=C(CC(O)(CC(=O)OCc1ccccc1)C(=O)OCc1ccccc1)OCc1ccccc1	0.6	-8	-1	.	18	4.3	-0.1	.	-14	-0.8
Cc1ccc(NC(=S)N(C)C)cc1C	-0.3	2	-12	4	-13	-0.6	1.5	20	3	0.9
O=C(CCN1C(=O)c2ccccc2C1=O)Nc1ccc(F)cc1	0.1	-1	-16	2	-5	-0.3	.	-9	-7	1.5
COc1ccc(CN2CCC(C(=O)c3ccc(Cl)cc3)CC2)cc1	?	6	1	3	-10	1.1	0.7	10	4	i
CN(C)c1ccnc(NCc2ccccc2)c1C#N	0.7	?	-21	2	-5	0.0	.	-11	7	-0.3
CC(=O)c1cn(-c2ccc(Cl)cc2)c(=O)[nH]c1=O	1.4	-5	-5	0	6	-0.8	0.9	.	-5	-1.9
